Screening data deposited in PubChem by National Center for Advancing Translational Sciences (NCATS).
TGFb SMAD3 inh – blocks TGF-b signaling; actives 1.2% (n = 410,000); HepG2 CAGA-GFP TGF-b/SMAD3 reporter, GFP fluorescence, 18 h; TGF-beta stimulated, 500 pg/mL final; Potency, µM (titrated, usually from 46.1 µM), for inactives: at the highest dose activity, negative = inhibition, hits mostly inhibitors; AID 588855; further: potency means the concentration at half of the fitted maximal effect; on the % scale 0 is the no-effect control and ±100 the full control effect; nearly all actives have a fitted effect of over 65% in size
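Inhibition of TGF-beta-driven CAGA-GFP reporter expression in HEPG2 cells is measured by cellular GFP fluorescence after 18 h stimulation with 500 pg/mL recombinant TGF-beta in 1% FBS medium at 37 degrees C.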
Nrf2 activator – activators of Nrf2 (ARE) signaling. AREc32 ARE-luciferase reporter (MCF7-derived line), luminescence, 24 h. Potency, µM (doses to about 46.1 µM), without a hit: at the top dose activation, hits mostly activators. actives 0.31% (n = 410,000); further: potency means the concentration at half of the fitted maximal effect; % of control where 0% means no effect; nearly all actives have a fitted effect of over 65% in size
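AREc32 cells carrying an ARE-driven firefly luciferase, 1000 cells/well in OPTI-MEM with 5% FBS, dosed after overnight attachment and incubated 24 hr at 37 deg C. Steady-Glo luminescence read after 30 min at RT.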
Nrf2 block – inhibitors of Nrf2 signaling; AID 504444; actives 2.1% (n = 360,000); A549 ARE-Fluc reporter, luciferase luminescence, 18-24 h; Potency, µM (series often up to 46 µM), for the others: at the top dose activity change, negative = inhibition, usual class: inhibitors; further: potency means the concentration at half of the fitted maximal effect; on the % scale 0 is the no-effect control and ±100 the full control effect; nearly all actives have a fitted effect of over 60% in size
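A549 ARE_Fluc cells (5000/well, 5% FBS OPTI-MEM) pre-incubated 2 h, then treated with compounds 18-24 h at 37C/5% CO2 in concentration-response. CellTiter-Fluor viability read first; BugLite luciferase luminescence after 15 min at room temperature gives Nrf2 activity.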
ATXN2 expr inh – reduces ATXN2 reporter expression in HEK-293 cells | AID 1745845 | HEK-293 ATXN2-luciferase reporter, luminescence, 24 h | actives 0.72% (n = 360,000) | Potency, µM (titrated, usually from 57 µM), for inactives: top-dose activity change, negative = inhibition, most hits filed as inhibitors; further: potency means the concentration at half of the fitted maximal effect; on the % scale 0 is the no-effect control and ±100 the full control effect; nearly all actives have a fitted effect of over 55% in size
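ATXN2-luciferase reporter cells (luciferase flanked by upstream and downstream ATXN2 gene portions) were treated 24 h at 37 °C with compounds at up to 57 uM. SteadyGlo luminescence gave expression; GF-AFC fluorescence gave viability.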
ATXN viability – viability counter-screen for ATXN expression inhibitors; actives 0.49% (n = 400,000); S2 cells (HEK-293 line with an ATXN2-luciferase reporter) viability, CellTiter-Fluor protease fluorescence, 24 h; AID 651635; Potency, µM (series often up to 56.7 µM), most hits filed as cytotoxic; further: potency means the concentration at half of the fitted maximal effect; nearly all actives have a fitted effect of over 40% in size
IL1B secr inh – inflammasome signaling inhibition, IL-1 beta readout | activity change, % at 57.5 µM | actives 4.7% (n = 360,000) | THP-1 LPS/ATP IL-1B secretion, AlphaLISA, 16 h; hits give low values; in the data active means activity change below about -50%; inconclusive means mostly about -30% to -49%; further: on the % scale 0 is the no-effect control and ±100 the full control effect
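Secreted IL-1B measured by AlphaLISA bead assay after 16 h compound exposure of THP-1 cells; compounds (final up to 57.5 uM) added 1 h before LPS (250 ng/mL) and ATP (1.25 mM) stimulation; lower signal means less secretion.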
MCF10A rereplic – induces DNA re-replication in MCF 10a normal breast cells | MCF 10A DNA re-replication, Hoechst nuclear intensity, 48 h | Potency, µM (highest dose often 46.1 µM), inactives show at the top dose activity, positive = re-replication, most hits filed as activators | actives 2.9% (n = 350,000) | AID 624296; further: potency means the concentration at half of the fitted maximal effect; % of control where 0% means no effect; nearly all actives have a fitted effect of over 50% in size
A549 viability – kills or reduces viability of A549 cells in Nrf2 counter-screen; A549 ARE-Fluc cells, CellTiter-Fluor viability, 18-24 h; Potency, µM (titrated, usually from 46 µM), for the others: at the highest dose activity change, negative = cytotoxicity, most hits filed as inhibitors; actives 0.16% (n = 390,000); further: potency means the concentration at half of the fitted maximal effect; on the % scale 0 is the no-effect control and ±100 the full control effect
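Cytotoxicity counterscreen: CellTiter-Fluor fluorescence was measured in A549 ARE_Fluc cells after 18-24 h of compound exposure in a concentration series. The subsequent BugLite luminescent read reports ARE-luciferase activity.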
HepG2 viability – kills HepG2 cells in TGF-b inhibitor counter-screen. HepG2 CAGA-GFP viability, ATP luminescence, 18 h. Potency, µM (series often up to 46.1 µM), inactives show top-dose activity change, negative = cytotoxicity, usual class: cytotoxic. actives 0.76% (n = 410,000). AID 588856; further: potency means the concentration at half of the fitted maximal effect; some results filed as inactive show a strong effect at the top dose
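CellTiter-Glo luminescence gave cytotoxicity after 18 hours at 37 degrees C. The cells were HepG2 CAGA-GFP in 1% FBS DMEM, stimulated with 500 pg/mL TGF-beta after compound addition. %Activity was normalised to no-cell wells (complete cell-killing) and DMSO (no toxicity), and curves were fitted and classified.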
Active calls of the source: *; i = inactive; u = inconclusive; x = no result given; [ ] = another dose, or the depositor's remark. Unless noted, the call rests on the fitted dose curve; in most records, active means well fitted curve in the direction sought with a large enough effect; inconclusive means small, poorly fitted or top-dose-only effect, or another doubt; inactive means no such curve, though single readings can be large; an effect the other way counts as inactive or inconclusive.

SMILES	TGFb SMAD3 inh	Nrf2 activator	Nrf2 block	ATXN2 expr inh	ATXN viability	IL1B secr inh	MCF10A rereplic	A549 viability	HepG2 viability
COc1ccc(CSc2ccc(S(=O)(=O)N3CCCC3)cn2)cc1F	-2%	0.9%	x	x	u	-13	x	x	-21%
COc1ccc(NC(=O)/C=C/c2ccco2)cn1	2%	29%	u	58%[activator]	i	-8	-31%[inhibitor]	-11%	-5%
CN(C)c1nc(Oc2ccc(C(=O)OCC(=O)Nc3ccccc3)cc2)nc(N(C)C)n1	-27%	-1.1%	-16%	-4%	i	73	2%	-17%	-1%
C=CCn1c(COc2ccccc2)nnc1SCC(=O)N/N=C/c1ccc(C)cc1	-29%	1.9%	u	15%	i	-21	24%	-7%	-13%
COc1ccc([N+](=O)[O-])cc1NC(=O)Cn1ccsc1=N	21%	-0.4%	5%	7%	u	15	6%	-28%	9%
OC(c1cccc(Cl)c1)c1nc(-c2ccoc2)cs1 (stereo not given)	3%	u	x	-21%	i	0	x	x	3%
COc1ccc(N(CC(=O)Nc2ccccc2F)S(=O)(=O)c2ccc(OC)c(OC)c2)cc1	-2%	-0.7%	0%	-11%	i	-3	-6%	10%	-6%
CC(=O)c1cc(CN2CCC(n3nccc3NC(=O)c3ccccc3Cl)CC2)cs1	-31%	-0.4%	10%	1%	u	-15	9%	-1%	-45%
CC1(C(=O)NS(=O)(=O)Cc2cccc(Cl)c2)CCN1C(=O)Cc1ccccc1 (stereo not given)	25%	-0.2%	x	-10%	i	3	x	x	6%
COc1ccc(-c2cc(=O)n(CCC#N)[nH]2)cc1	1%	u	-14%	-3%	i	6	-2%	3%	-35%
CC(/C=N/N1CCN(c2ccc(C)cc2)CC1)=C\c1ccccc1	1%	-0.2%	2%	0%	i	-17	u	2%	7%
Cc1cc(CNC(=O)Cc2ccc(F)cc2)c2ccccc2n1	-4%	-0.7%	-5%	-14%	i	25	0%	14%	-20%
O=C(CNCc1ccc(Cl)cc1)Nc1ccc(C(=O)N2CCCCCC2)cc1	u	-0.5%	5%	-25%	i	-14	9%	-3%	-16%
O=C(O)c1ccc2c(c1)C(=O)N(c1cccc3ccccc13)C2=O	0%	1.0%	17%	3%	i	13	0%	0%	2%
Cc1ccc(/C=C/C(=O)Nc2cc(S(N)(=O)=O)ccc2O)cc1	-1%	2.9%	-11%	-5%	i	2	-1%	-1%	-13%
CCCNC(=O)C(=O)c1cccn1-c1ccsc1C(=O)OC	3%	0.1%	16%	0%	i	8	2%	2%	0%
O=C(CN1CCC(NC(=O)C2CCCCC2)CC1)Nc1cccc(F)c1	2%	0.2%	-5%	-3%	i	0	-6%	1%	-6%
CC(C)(C)CN1CCC(Oc2cccc(C(=O)N3CCC[C@H]3CO)c2)CC1	0%	-1.2%	6%	27%	i	0	18%	2%	-13%
CC(C)(C)c1ccc(C(=O)N2CCC2(C)C(=O)NS(=O)(=O)c2ccc(C#N)cc2)cc1 (stereo not given)	-9%	-0.2%	x	-5%	i	5	x	x	-31%
O=C(NCc1ccc(Cl)cc1Cl)C1CCN(S(=O)(=O)c2ccc3c(c2)OCCCO3)CC1	0%	0.4%	u	5%	i	-6	-3%	-7%	-26%
COC(=O)c1cc(Br)c(=O)n(-c2ccc(OC)cc2)c1	-4%	-0.7%	13%	3%	u	6	14%	12%	-24%
O=C(CSc1ccsc1[N+](=O)[O-])NCCc1ccccc1	0%	13%	5%	6%	i	14	3%	-6%	-19%
CCn1c(SCCN2CCCCC2)nnc1-c1ccc(S(=O)(=O)N2CCOCC2)cc1	1%	-0.1%	7%	-2%	i	6	4%	9%	1%
Cc1nn(-c2cc(Cl)ccc2N)c(=O)c2ccccc12	-4%	1.7%	-2%	4%	i	-11	-4%	2%	-17%

The last four compounds of the section before lead into the next:
SMILES	TGFb SMAD3 inh	Nrf2 activator	Nrf2 block	ATXN2 expr inh	ATXN viability	IL1B secr inh	MCF10A rereplic	A549 viability	HepG2 viability
COC(=O)c1cc(Br)c(=O)n(-c2ccc(OC)cc2)c1	-4%	-0.7%	13%	3%	u	6	14%	12%	-24%
O=C(CSc1ccsc1[N+](=O)[O-])NCCc1ccccc1	0%	13%	5%	6%	i	14	3%	-6%	-19%
CCn1c(SCCN2CCCCC2)nnc1-c1ccc(S(=O)(=O)N2CCOCC2)cc1	1%	-0.1%	7%	-2%	i	6	4%	9%	1%
Cc1nn(-c2cc(Cl)ccc2N)c(=O)c2ccccc12	-4%	1.7%	-2%	4%	i	-11	-4%	2%	-17%
Cc1ccc(S(=O)(=O)N2[C@@H](c3cccc4ccccc34)C(C(=O)O)=C[C@H]2C(C)(C)C)cc1	-23%	-0.7%	-9%	7%	i	29	1%	-14%	-1%
CCOC(=O)CN1C(=O)SC(CC(=O)Nc2nccs2)C1=O (stereo not given)	-6%	-0.4%	4%	7%	i	19	0%	1%	-20%
CS(=O)(=O)N(Cc1ccccc1)c1ccc(C(=O)Nc2ccc(C(N)=O)cc2)cc1	22%	0.2%	2%	x	u	-8	6%	5%	-5%
O=C(COc1ccc(Cl)cc1Cl)N/N=C/c1ccc[nH]1	-2%	9.1%	9.2µM*	x	i	-8	12µM*	u	-30%
COc1ccc(CN(C)C(=O)C(Cc2ccccc2)NC(=O)c2ccccc2)c(OC)c1 (stereo not given)	2%	-0.5%	-1%	-6%	i	-24	11%	-11%	-4%
COc1ccc(CCN2CN(S(=O)(=O)c3ccccc3)c3nc4ccccc4nc32)cc1	5%	0.4%	u	1%	i	57	0%	-5%	-6%
COc1ccc(S(=O)(=O)Nc2ccc(-c3cn4ccsc4n3)cc2)cc1C	0%	-0.1%	x	5%	i	x	x	0%	-8%
CC(C)CC(NC(=O)C1CCC(=O)N1)C(=O)NC(CC(C)C)C(=O)N1CCCC1C(N)=O (stereo not given)	12%	0.1%	6%	x	u	-13	2%	2%	-13%
CC(=O)N/N=C(\C)C1COc2ccccc2O1 (stereo not given)	11%	0.0%	-10%	4%	i	9	0%	0%	9%
CSc1ccccc1NC(=O)CN(Cc1ccc(Cl)cc1)S(C)(=O)=O	-29%	-0.5%	u	-11%	i	-63*	2%	-21%	-3%
Cn1c(-c2ccncc2)nc2ccccc21	-8%	-1.0%	-25%	x	i	-9	0%	-5%	12%
CN(CC(=O)Nc1ccccc1Br)C(=O)CNC(=O)c1ccc(Oc2ccccc2)cc1	-13%	0.2%	u	-13%	i	5	8%	2%	-10%
Cn1c(=O)c([N+](=O)[O-])c(-n2ccnc2)c2ccccc21	u	-3.2%	u	u	x	-101*	u	u	-58%
O=C1C=C(c2ccccc2Oc2ccccc2)C[C@@H](c2ccc3c(c2)OCO3)C1	-13%	6.7%	u	-28%	i	-58*	5%	-1%	-33%
COCCn1c(=NC(=O)c2ccccc2[N+](=O)[O-])sc2cc(S(C)(=O)=O)ccc21	u	8.5%	19%	9%	i	6	2%	1%	-33%
CCn1c(SCC(=O)NCc2ccc3c(c2)OCO3)nc2c(c1=O)SCC2	2%	0.3%	-23%	-15%	i	i	-19%	-5%	-21%
CC(CC(=O)NCc1ccc(Cl)cc1)c1ccccc1 (stereo not given)	-1%	0.3%	-1%	x	u	14	0%	10%	3%
Cc1cc(Br)ccc1NC(=O)CNC(=O)CN(C)Cc1nc2ccccc2c(=O)[nH]1	-14%	0.5%	-9%	3%	i	-6	18%	-8%	4%
CCSc1ncc(Cl)c(C(=O)Nc2c(C(=O)c3ccc(C)c(F)c3)oc3ccccc23)n1	1%	-0.6%	10%	3%	i	x	x	12%	-6%
Cc1ccc(OCC(=O)Nc2ccc3[nH]c(=O)sc3c2)cc1	22%	4.3%	8%	1%	i	x	x	0%	-19%
COc1ccc2[nH]c3c(c2c1)CCN1C(=O)N([C@@H](C)C(=O)NCc2c(F)cccc2Cl)C(=O)[C@]31C	-16%	2.9%	-29%	-19%	u	-8	u	0%	-10%
Cc1nc(N)nc(N)c1CCCc1ccc(Cl)c(Cl)c1	u	9.0%	u	u	u	-104*	3%	-14%	-194%
COC(=O)Nc1nc(C)c(C(=O)N(C)C)s1	2%	-0.6%	13%	6%	i	0	-4%	-1%	-6%
O=C(CCS(=O)(=O)c1ccccc1)NNC(=O)CSc1ccccc1F	8%	0.0%	2%	6%	i	7	11%	2%	4%
COCCCNc1ncnc2c1c(-c1ccccc1)cn2-c1ccc(C)c(Cl)c1	4%	-1.6%	x	x	x	x	x	-2%	0%
O=S1(=O)N=C(N(Cc2cccs2)c2ccc(O)cc2)c2ccccc21	u	-0.6%	-23%	x	i	9	6%	-5%	-69%
CC(C)[C@H](NC(=O)N1CCC(Cc2ccccc2)CC1)C(=O)O	-6%	-0.4%	u	-7%	i	0	-4%	1%	13%
CCN(CC)S(=O)(=O)c1ccc(S(=O)(=O)N(Cc2ccccn2)Cc2ccco2)cc1	-1%	2.6%	u	-18%	i	0	2%	2%	-24%
Cc1ccc(C#N)c(SCc2nnc(-c3ccc(Cl)cc3)o2)n1	0%	-0.7%	u	-8%	i	-8	0.73µM*	13%	3%
Cc1ccc(N2CC(C(=O)Nc3ccc(C)c(S(=O)(=O)N(C)C)c3)CC2=O)cc1 (stereo not given)	-31%	0.5%	u	u	u	16	-3%	-24%	-1%
Cc1ccc(N(C(=O)CNC(=O)c2ccco2)C(C(=O)NC2CCCCC2)c2cccnc2)cc1C (stereo not given)	-3%	0.3%	-4%	7%	i	-13	-8%	-2%	-2%
